BAZ2B block – inhibitors of human BAZ2B bromodomain; AlphaScreen BAZ2B-H3K14Ac peptide displacement; Q9UIF8; Potency, µM (doses to about 114 µM), for inactives: at the top dose activity change, negative = inhibition, hits mostly inhibitors; 360,000 compounds, 4.4% hits; further: nearly all actives have a fitted effect of over 60% in size
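Complex of BAZ2B and biotin-H3K14Ac (50 nM apiece) forms over 30 min at RT, then faces library compounds up to 110 uM for another 30 min; AlphaScreen beads added, 20 min dark incubation, luminescence read.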
RGS4 inh – blocks human RGS4-accelerated GTP hydrolysis. 390,000 compounds, 0.039% hits. Potency, µM (series often up to 114 µM), inactives show top-dose activity change, negative = inhibition, actives largely listed as inhibitors. Transcreener GDP fluorescence polarization, RGS4-accelerated GTP hydrolysis. P49798; further: nearly all actives have a fitted effect of over 75% in size; some results filed as inactive show a strong effect at the top dose
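MLSMR compounds (23 nl, pin-transferred) preincubated 10 min at room temperature with a 500nM (2x) first reagent, then RGS4 at 900nM (2x) plus Transcreener GDP mix added; fluorescence polarization (620/688 nm) read before and after 90 min at 30 °C.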
ALOX12 inh – inhibitors of human 12S-lipoxygenase ALOX12; P18054; 580,000 compounds, 1.1% hits; Potency, µM (top dose mostly 108 µM), for inactives: at the highest dose activity change, negative = inhibition, hits mostly inhibitors; purified 12hLO, xylenol orange hydroperoxide absorbance; AID 1671190
Target sequence (P18054 whole entry, looked up): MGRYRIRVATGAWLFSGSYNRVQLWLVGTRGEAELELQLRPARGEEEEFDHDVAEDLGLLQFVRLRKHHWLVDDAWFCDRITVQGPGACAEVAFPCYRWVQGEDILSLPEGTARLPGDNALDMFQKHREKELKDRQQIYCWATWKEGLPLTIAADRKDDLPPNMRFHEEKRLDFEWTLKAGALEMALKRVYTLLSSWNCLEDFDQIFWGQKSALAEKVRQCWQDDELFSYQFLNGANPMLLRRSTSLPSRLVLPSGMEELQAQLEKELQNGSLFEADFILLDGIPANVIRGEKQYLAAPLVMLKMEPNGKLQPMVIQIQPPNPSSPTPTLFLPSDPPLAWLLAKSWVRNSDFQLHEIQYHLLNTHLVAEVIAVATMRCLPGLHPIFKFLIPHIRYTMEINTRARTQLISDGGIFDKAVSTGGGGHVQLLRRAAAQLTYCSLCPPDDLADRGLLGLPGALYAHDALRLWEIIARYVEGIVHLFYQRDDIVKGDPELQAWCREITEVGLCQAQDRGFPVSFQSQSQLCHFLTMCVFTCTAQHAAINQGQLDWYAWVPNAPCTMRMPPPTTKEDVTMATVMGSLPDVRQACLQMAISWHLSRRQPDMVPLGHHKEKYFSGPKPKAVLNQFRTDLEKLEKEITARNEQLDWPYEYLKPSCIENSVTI
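Purified human 12hLO (150 nM final) in 25 mM Hepes, 0.01% Triton X-100, pH 7.0 was preincubated 15 min at room temperature with compound. Then 40 uM arachidonic acid was added, 30 min. Hydroperoxide was read by Fe-XO absorbance ratio 573/405 nm.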
G9a block – blocks human histone lysine methyltransferase G9a. 350,000 compounds, 8.8% hits. G9a H3K9 monomethylation, AlphaScreen, 2 h. AID 504332. Potency, µM (titrated, usually from 102 µM), for inactives: top-dose activity, negative = inhibition, hits mostly inhibitors; further: nearly all actives have a fitted effect of over 75% in size
Target sequence (Q96KQ7 913-1193 limits assumed): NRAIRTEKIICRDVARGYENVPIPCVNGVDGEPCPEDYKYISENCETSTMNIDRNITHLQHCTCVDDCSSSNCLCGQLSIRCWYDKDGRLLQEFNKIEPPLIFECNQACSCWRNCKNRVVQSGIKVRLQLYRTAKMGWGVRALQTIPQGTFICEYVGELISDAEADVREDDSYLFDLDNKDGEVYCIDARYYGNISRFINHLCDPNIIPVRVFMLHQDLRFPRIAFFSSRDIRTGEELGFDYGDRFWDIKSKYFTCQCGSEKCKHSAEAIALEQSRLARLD
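G9a (20 nM) preincubated 15 min RT with compounds, then 500 nM biotinylated H3K9 peptide and 20 uM SAM added; 2 h RT reaction. Monomethyl-H3K9 product detected by AlphaScreen with anti-H3K9me1 antibody, streptavidin donor and anti-rabbit IgG acceptor beads.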
* = called active by the depositor; i = inactive; ? = inconclusive; / = no result given; [ ] = dose if it differs, or a comment. The call rests on the fitted dose curve; in most records, active means well fitted curve in the direction sought with a large enough effect; inconclusive means small, poorly fitted or top-dose-only effect, or another doubt; inactive means no such curve, though single readings can be large; an effect the other way counts as inactive or inconclusive. On the % scale 0 is the no-effect control and ±100 the full control effect; potency means the concentration at half of the fitted maximal effect.

Field names: A = BAZ2B block; B = RGS4 inh; C = ALOX12 inh; D = G9a block
CN1CCN(c2ncc3nc(-c4cccc(C#N)c4)c(=O)n(C)c3n2)CC1
  A = /	B = /	C = ?	D = -18%[0.501 µM]
COc1cccc(Nc2ncc3nc(-c4ccccc4)c(=O)n(C)c3n2)c1
  A = /	B = /	C = ?	D = -4%[0.501 µM]
COc1ccc2[nH]cc(CCNc3ncncc3-c3ccccc3C)c2c1
  A = /	B = /	C = -17%	D = 8%[0.501 µM]
COc1ncc2nc(-c3cc(F)cc(F)c3)c(=O)n(C)c2n1
  A = /	B = /	C = 0%	D = -2%[0.501 µM]
COc1ccc2[nH]cc(CCNc3nc(-c4c(C)noc4C)nc4ccccc34)c2c1
  A = /	B = /	C = -18%	D = 7%[0.501 µM]
O=C(Oc1ccccc1)N1CCC2(CC1)CCN(c1ccccc1)CC2
  A = /	B = /	C = ?	D = 5%[12.7 µM]
Cc1noc(C)c1-c1cc(N2CCNCC2)ncn1
  A = /	B = /	C = ?	D = 2%[0.501 µM]
COCCNc1nc(-c2ccccc2OC)nc2ccccc12
  A = /	B = /	C = ?	D = 4%[0.501 µM]
O=c1cnc2cnc(Oc3ccccc3)nc2n1C[C@H]1CCCO1
  A = /	B = /	C = 19%	D = 11%[12.7 µM]
CC(=O)OCC(=O)[C@@]1(O)CC[C@H]2[C@@H]3CCC4=CC(=O)CC[C@]4(C)[C@@H]3C(=O)C[C@@]21C
  A = /	B = /	C = -2%[57.4 µM]	D = 27%[59 µM]
COc1ccc(-n2c(=O)c(-c3cc(F)cc(F)c3)nc3cnc(N4CCNCC4)nc32)cc1
  A = /	B = /	C = -25%	D = -27%[12.7 µM]
CN(C)C(=O)c1ccc(-c2cncnc2N(C)Cc2ccco2)cc1
  A = /	B = /	C = ?	D = 10%[0.501 µM]
Cc1ccccc1-c1cncnc1NCc1cccnc1
  A = /	B = /	C = ?	D = -6%[0.501 µM]
Cc1noc(C)c1C(=O)N1CCC2(CCCN(C(=O)Nc3cccc(F)c3)C2)CC1
  A = /	B = /	C = ?	D = 1%[12.7 µM]
CN(Cc1ccco1)c1ncncc1-c1ccc2c(c1)OCO2
  A = /	B = /	C = ?	D = -3%[0.501 µM]
COCCn1c(=O)c(-c2ccccc2)nc2cnc(Nc3cccc(OC)c3)nc21
  A = /	B = /	C = 0%	D = -4%[0.501 µM]
c1ccc(Nc2ncncc2-c2ccoc2)cc1
  A = /	B = /	C = 18µM*	D = -40%[0.501 µM]
COc1ccc(-c2nc3cnc(N4CCN(C)CC4)nc3n(C3CC3)c2=O)cc1
  A = /	B = /	C = 0%	D = -3%[0.501 µM]
CCCCC(C)(O)C/C=C/[C@H]1[C@H](O)CC(=O)[C@@H]1CCCCCCC(=O)O (some centres undefined)
  A = /	B = /	C = 0%[12.5 µM]	D = 23%[59 µM]
CCCCC[C@H](O)/C=C/C=C\C=C\C=C\[C@@H](O)[C@@H](O)CCCC(=O)O
  A = /	B = /	C = -5%[2.23 µM]	D = 28%[59 µM]
COc1ccc(CNc2ccnc(-c3ccccc3OC)n2)c(OC)c1
  A = /	B = /	C = -16%	D = -2%[0.501 µM]
N#Cc1ccccc1-c1ccc2ncnc(NCc3ccccc3)c2c1
  A = /	B = /	C = ?	D = 0%[0.501 µM]
c1ccc(Nc2nc(-c3ccc4c(c3)OCO4)nc3ccccc23)cc1
  A = /	B = /	C = ?	D = 8%[0.501 µM]
COc1ccccc1CN1CCCC2(CCN(C(=O)c3csnn3)CC2)C1
  A = /	B = /	C = 3%[57.4 µM]	D = 10%[12.7 µM]
O=S(=O)(c1ccccc1)N1CCC2(CCCN(Cc3ccncc3)C2)CC1
  A = /	B = /	C = -13%[57.4 µM]	D = -25%[12.7 µM]

Entries of single compounds as entered above:
Listed for COCCn1c(=O)c(-c2ccccc2)nc2cnc(Nc3cccc(OC)c3)nc21 : BAZ2B block = /; RGS4 inh = /; ALOX12 inh = 0%; G9a block = -4%[0.501 µM]
Listed for O=c1cnc2cnc(Oc3ccccc3)nc2n1C[C@H]1CCCO1 : BAZ2B block = /; RGS4 inh = /; ALOX12 inh = 19%; G9a block = 11%[12.7 µM]

Remaining list, next part:
Field names: A = BAZ2B block; B = RGS4 inh; C = ALOX12 inh; D = G9a block
O=C(CC1C(=O)NCCN1Cc1ccccc1F)NC1CCCCCC1 (centres undefined)
  A = -3%	B = /	C = -15%	D = /
COc1ccc(S(=O)(=O)NCc2ccccc2)cc1Br
  A = -3%	B = /	C = -8%	D = /
O=C(Nc1cccnc1Cl)c1cccc(F)c1
  A = -9%	B = /	C = 7%	D = /
COc1ccc(C(=O)CCS(=O)(=O)c2ccc(F)cc2)cc1OC
  A = -10%	B = /	C = ?	D = /
CN1C(=O)/C(=C/c2cn(CC(=O)NCc3ccco3)c3ccccc23)NC1=S
  A = ?	B = /	C = ?	D = /
Cc1cc(NC(=O)c2ccc(S(=O)(=O)N3CCOCC3)cc2)nc2c1c(=O)oc1ccccc12
  A = -2%	B = /	C = 12%	D = /
COC(=O)C1CCCCN1C(=O)c1cc(COc2cccc3cnccc23)on1 (centres undefined)
  A = -8%	B = /	C = 11%	D = /
COc1ccc(OC)c(C2C(C(=O)c3ccco3)=C(O)C(=O)N2CCN2CCOCC2)c1 (centres undefined)
  A = ?	B = /	C = ?	D = /
O=C(N/N=C/c1ccccn1)c1ccc(Cl)c(Cl)c1
  A = -1%	B = /	C = 12%	D = /
O=C(Cc1ccc(Br)cc1)Nc1ccc(S(=O)(=O)N2CCCC2)cc1
  A = -2%	B = /	C = -2%	D = /
CC(C)CCNC(=O)c1ccc(Cl)c(NC(=O)c2ccccc2F)c1
  A = -23%	B = /	C = -30%	D = /
COc1cc(/C=N/O)ccc1OCc1ccc(Cl)cc1
  A = -11%	B = /	C = -7%	D = /
Cc1cc(C)n(-c2nc(-n3nc(C)cc3C)c3c4c(sc3n2)COC(C)(C)C4)n1
  A = -9%	B = /	C = 4%	D = /
O=C(N/N=C/c1cccc(Oc2ccccc2)c1)c1ccccc1F
  A = -30%	B = /	C = 26%	D = /
Cc1cccc(N2C(=O)c3ccc(Br)cc3C2=O)n1
  A = ?	B = /	C = -21%	D = /
O=C(O)CSc1nnc(-c2ccc(Cl)cc2)n1-c1ccccc1
  A = 1%	B = /	C = ?	D = /
CC(C)C[C@H](NC(=O)N1CCCCCC1)C(=O)N[C@H](Cc1cn(C)c2ccccc12)C(=O)N[C@H](Cc1ccccn1)C(=O)O
  A = /	B = i	C = 63%[activator]	D = /
CCOC(=O)C1=C(C)NC(c2ccccc2)=C(C(=O)OCc2ccc([N+](=O)[O-])cc2)[C@@H]1C#Cc1ccccc1
  A = /	B = i	C = i	D = /
CNC(=O)[C@H]1O[C@H](n2cnc3c(NCc4cccc(I)c4)ncnc32)[C@@H](O)[C@@H]1O
  A = /	B = -132%[56.9 µM]	C = 11%	D = /
NC(N)=Nc1ccc(Cl)cc1
  A = /	B = 76%[activator][56.9 µM]	C = 0%	D = /
C[C@@]12CC[C@@H]3c4ccc(O)cc4C[C@H](CCCCCCCCCS(=O)CCCC(F)(F)C(F)(F)F)[C@H]3[C@@H]1CC[C@@H]2O (some centres undefined)
  A = /	B = i	C = 0%	D = /
C[C@@H]1c2ccccc2CN1CC1=NCCN1
  A = /	B = 159%[activator][56.9 µM]	C = i	D = /
O=C(O)c1ccc2c3c1cccc3c(=O)n1c3ccccc3nc21
  A = /	B = i	C = 0%	D = /
C[C@@](N)(C(=O)O)c1ccc(S(=O)(=O)O)cc1
  A = /	B = -44%[56.9 µM]	C = ?	D = /
COc1cccc(C=NC=Nc2cccc(OC)c2)c1
  A = /	B = 212%[activator][56.9 µM]	C = ?	D = /
O=S(=O)(NCCCCCCc1ccccc1)c1cccc2c(Cl)cccc12
  A = /	B = i	C = 0%	D = /
N#C/C(=C\c1ccc(O)c(O)c1)C(=O)NCCCCc1ccccc1
  A = /	B = i	C = ?	D = /
CCC(=O)N[C@@H]1CCc2cccc(OC)c2C1
  A = /	B = 468%[activator][56.9 µM]	C = ?	D = /
N[C@@]1(C(=O)O)CN[C@H](C(=O)O)C1
  A = /	B = 171%[activator][56.9 µM]	C = ?	D = /
O=C(O)[C@H]1CN[C@H](C(=O)O)C1
  A = /	B = /	C = -106%	D = /
O[C@H](CCCN1CCN(c2ncc(F)cn2)CC1)c1ccc(F)cc1
  A = /	B = -102%[56.9 µM]	C = ?	D = /
Cc1ncc2c(c1O)COP(=O)(O)OC2
  A = /	B = i	C = 0%	D = /
COc1ccc2c(c1)CCC1[C@@H]2CCC2(C)[C@@H](NCCCCCCN3C(=O)C=CC3=O)CC[C@@H]12 (some centres undefined)
  A = /	B = i	C = 8%	D = /
N[C@@H](Cn1ccc(=O)n(Cc2ccccc2C(=O)O)c1=O)C(=O)O
  A = /	B = -178%[56.9 µM]	C = ?	D = /
N#C/C(=C\c1ccc(O)c(O)c1)C(=O)OCCc1cccs1
  A = /	B = i	C = 0%	D = /
CCCCCCCCCCCCC/C=C\[C@@H](O)[C@H](CO)NC(C)=O
  A = /	B = /	C = 261%[activator]	D = /
OC[C@H]1NC[C@@H](O)[C@@H](O)[C@H]1O
  A = /	B = i	C = 0%	D = /
Clc1cccc(C=NC=Nc2cccc(Cl)c2)c1
  A = /	B = ?	C = 24%	D = /
C=C[C@@]1(C)CC(=O)[C@@]2(O)[C@@]3(C)[C@@H](O)CCC(C)(C)[C@@H]3[C@H](OC(=O)CCN(C)C)[C@H](OC(C)=O)[C@@]2(C)O1
  A = /	B = 8.4µM*	C = ?	D = /
CCNCCCNCCCCNCCCNCC
  A = /	B = /	C = 64%	D = /
CSc1nc(N)c2ncn([C@H]3O[C@H](COP(=O)(O)OP(=O)(O)O)[C@@H](O)[C@@H]3O)c2n1
  A = /	B = ?	C = ?	D = /
N[C@@H](Cn1cc(F)c(=O)[nH]c1=O)C(=O)O
  A = /	B = i	C = ?	D = /
N=C(C[C@@H](O)COc1ccccc1-c1ccccc1)N1CCCCC1
  A = /	B = i	C = ?	D = /
C[C@](N)(COP(=O)(O)O)C(=O)O
  A = /	B = /	C = ?	D = /
C[C@](N)(C(=O)O)c1ccc(-c2nn[nH]n2)cc1
  A = /	B = -80%[56.9 µM]	C = ?	D = /
CC[C@@](N)(C(=O)O)c1ccc(C(=O)O)cc1
  A = /	B = 402%[activator][56.9 µM]	C = -26%	D = /
CCCCC(C=O)NC(=O)C(CC(C)C)NC(=O)OCc1ccccc1 (centres undefined)
  A = /	B = -159%[56.9 µM]	C = -1%[57.4 µM]	D = /
N[C@@H](Cc1cc(-c2ccc(Cl)cc2Cl)cc(CP(=O)(O)O)c1O)C(=O)O
  A = /	B = i	C = 167%[activator]	D = /
CCCCCC(=O)O[C@H](CC(=O)O)C[N+](C)(C)C
  A = /	B = 115%[activator][56.9 µM]	C = ?	D = /
CCCCCCCC/C=C\CCCCCCCC(=O)N[C@@H](CO)Cc1ccc(O)cc1
  A = /	B = i	C = 0%	D = /

(further entries)
Field names: A = BAZ2B block; B = RGS4 inh; C = ALOX12 inh; D = G9a block
CCOC(=O)[C@H](N)/C=C(\C)CP(=O)(O)O
  A = /	B = -46%[56.9 µM]	C = 38%[activator]	D = /
C=C[C@@]1(C)CC(=O)[C@@]2(O)[C@@]3(C)[C@@H](O)CCC(C)(C)[C@@H]3[C@H](O)[C@H](OC(C)=O)[C@@]2(C)O1
  A = /	B = i	C = 245%[activator]	D = /
C[N+]1(C)CCc2cc3c(cc2[C@@H]1[C@@H]1C(=O)Oc2c1ccc1c2OCO1)OCO3
  A = /	B = i	C = ?	D = /
Clc1ccccc1CNCC1CCC(CNCc2ccccc2Cl)CC1 (centres undefined)
  A = /	B = i	C = 0%	D = /
O=C(N/N=C\c1ccccc1O)c1ccccc1O
  A = /	B = 39%[activator][56.9 µM]	C = 0%	D = /
O=C(O)CC/C=C\C[C@@H]1CO[C@H](c2ccccc2Cl)O[C@@H]1c1ccccc1O
  A = /	B = i	C = 26%	D = /
CN(N=O)C(=O)N[C@H]1C(O)OC(CO)[C@@H](O)[C@H]1O (some centres undefined)
  A = /	B = -173%[56.9 µM]	C = ?	D = /

The list is partial; rates above refer to the full screens.
